# Bioassay records: PubChem, several laboratories
# phage Ecoli inh = growth loss of phage-infected E. coli, primary screen, RecBCD inhibitor project, absorbance, with phage, HTS. 360,000 compounds, 0.26% hits. AID 651602, 2012. inhibition, % at 11.9 µM; in the data active = inhibition above about 11%
# AddAB inh = growth inhibition of E. coli expressing H. pylori AddAB, primary screen, AddAB inhibitor project, absorbance | 330,000 compounds, 0.29% hits | inhibition, % at 11.9 µM | AID 435030, 2010; in the data active = inhibition above about 12%;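 also: 0% = vehicle wells of infected cells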
# Mot1-301 SUMO = yeast Mot1-301 growth rescue at high temperature, primary screen, SUMOylation pathway inhibitor project, S. cerevisiae, ATP luminescence, 38.5C | S. cerevisiae Mot1-301 growth rescue; percent above DMSO median, 100 means doubled | AID 2716, 2010 | 320,000 compounds, 1% hits | growth rescue, % at 18.8 µM;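 active = every valid replicate shows activation above 250% relative to neutral control wells; inactive = the rest, any valid replicate at or below 250%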;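 also: OY570 slx delta 5 strain wells were the positive control but not used for scaling; some compounds called inactive have numbers as strong as hits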
# Ecoli viability = E. coli V3065 growth inhibition, primary screen, counter-screen for AddAB inhibitor project, absorbance, OD600. 18 h. inhibition, % at 11.9 µM. 330,000 compounds, 0.27% hits. AID 449728, 2010;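 active = inhibition above the campaign's mean inhibition across all tested compounds plus 3 SD, cut at about 9.9% in these data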;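 also: uninfected addAB+ strain grown without phage in ampicillin broth; 0% = DMSO wells and 100% = ciprofloxacin 0.95 µg/ml wells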
# * marks the source's active call; other numbers are inactive results. Only part of the results is shown; count on the stated rates, not on these rows.
SMILES,phage Ecoli inh,AddAB inh,Mot1-301 SUMO,Ecoli viability
COC(=O)c1ccc(C23CC4(C2)[C@H](CN(Cc2ccc(-c5ccccc5)cc2)[C@@H]4c2ccccc2)C3c2ccc(C(F)(F)F)cc2)cc1 (some centres undefined),3.3,0.9,3.6,0.3
N#Cc1ccc(-c2cccs2)nc1SCc1cccnc1,-0.7,6.0,93.0,0.0
N#Cc1cnn(-c2ccccc2)c1NC(=O)CN1CCOCC1,1.0,1.6,34.0,-0.2
Cc1cc(-c2nc(C)c(C(=O)NNS(=O)(=O)c3cccc(C(F)(F)F)c3)s2)no1,-1.3,2.4,1.0,-0.1
CC1(C)CC(=O)C=C(NCCN2CCNCC2)C1,2.2,2.3,-7.9,-0.9
Cc1cc(C(=O)N2CCC(C(=O)O)CC2)c(C)o1,3.2,3.4,-2.0,-0.7
CCS(=O)(=O)Nc1cccc(-c2ccc3nnc(C)n3n2)c1,3.2,1.9,12.1,0.4
CCCOc1ccc(CCCN=C(N)N)cc1Cl,3.8,3.4,12.2,4.2
Cc1ccc(NC(=O)CN(C)Cc2c(O)ccc3ccccc23)cc1,-1.4,0.3,-6.3,1.4
CSc1nc(O)c(C(c2ccc(F)cc2)c2c(O)nc(SC)[nH]c2=O)c(=O)[nH]1,5.3,0.1,-21.3,-0.4
Cc1cccn(Cc2c(Cl)cccc2Cl)c1=O,1.2,0.1,6.2,1.3
N#Cc1ccc(C23CC4(C2)[C@H](CN(Cc2ccc(C(F)(F)F)cc2)[C@@H]4c2ccccc2)C3c2ccc(C(F)(F)F)cc2)cc1 (some centres undefined),1.6,0.0,427.5*,1.5
CS(=O)(=O)N(CC(=O)N1CCc2ccccc2C1)c1ccccc1F,1.0,0.1,-4.6,0.7
OCCCNc1nc(-c2ccccc2)c2cc(Cl)ccc2n1,1.8,-0.1,-5.9,-1.1
CC12CN(C(=O)c3ccc([N+](=O)[O-])cc3)CC(C)(CN(C(=O)c3ccc([N+](=O)[O-])cc3)C1)C2=O,0.4,1.1,5.3,-0.4
COc1cnn(-c2cccc(C(F)(F)F)c2)c(=O)c1Cl,2.5,0.6,-21.7,0.2
COc1ccc(NC2=CC(c3ccccc3)N(c3ccc(OC)cc3)C2=O)cc1 (centres undefined),3.6,0.3,162.0,-3.4
Cc1cc(NC(=O)CSc2nc3ccccc3[nH]2)n(-c2ccccc2)n1,2.4,1.9,-10.3,3.9
O=C1NC(Cc2ccccc2)c2nc3cc(Cl)ccc3c(=O)n2-c2ccccc21 (centres undefined),4.0,1.7,21.6,-0.3
CCC(C)c1ccccc1NC(=O)c1cc2cccc([N+](=O)[O-])c2[nH]1 (centres undefined),0.5,-0.8,-4.3,-1.6
COc1cccc(NC(=O)CN(C)C(=O)c2cc3c(s2)CCC3)c1,3.9,-0.2,54.8,-0.2
c1ccc2c(c1)CSc1ccccc1N2,3.6,1.6,78.8,0.0
C/C(CC(C)C)=N\Oc1nc(C)cc(C)n1,2.4,3.0,-10.5,0.8
O=C(c1cnn(C(=O)c2ccc(O)cc2)c1)c1ccccc1O,0.6,1.4,60.0,-0.1
C=CCn1c(=S)sc2c(=O)[nH]c(C)nc21,1.2,1.5,-3.0,-0.7
COc1ccc(NC(=O)COc2ccc(C)cc2)c([N+](=O)[O-])c1,-0.6,1.3,-4.2,2.9
c1ccc(Sc2ccccc2CN2CCCC2)cc1,5.2,5.5,7.0,2.9
COc1ccc(CN2CCN(C(=O)c3ccco3)CC2)c(OC)c1OC,2.7,0.3,-3.4,-1.2
N#Cc1cccc(NC(=O)COC(=O)c2ccc3c(=O)n4c(nc3c2)CCC4)c1,1.1,-0.2,0.5,0.6
O=C(Nc1ccc(F)cc1)c1cc2c(s1)CCCC2,6.2,7.2,38.7,5.1
COC(=O)[C@@]1(Cc2ccc(F)cc2)[C@H]2c3cc(C(=O)N(C)C)n(Cc4ccccc4)c3C[C@H]2CN1C(=O)c1ccccc1,0.7,-0.3,-8.5,0.9
Cc1noc(C)c1CCC(=O)N1CCCC(CCC(=O)NCc2ccccc2F)C1 (centres undefined),2.0,-1.0,152.4,0.1
Cc1cc(C(=O)Nc2ccc(Cl)cc2)c(C)n1-c1ccccc1,4.3,1.0,25.7,0.5
O=C(O)c1ccccc1C(=O)Nc1ccc(-n2nc(C(F)(F)F)cc2C(F)(F)F)cc1,2.9,4.0,-0.3,-1.5
COc1ccc([N+](=O)[O-])c(S(=O)(=O)c2ccccc2)n1,1.6,4.4,262.0,0.7
CCn1c(O)c(C=Nc2ccccc2)sc1=S,6.8,-0.2,-15.0,0.3
COc1ccccc1C(c1c(N)n(C)c(=O)n(C)c1=O)C(C)[N+](=O)[O-] (centres undefined),4.1,-0.4,26.5,-1.9
CC1=NN(c2ccccc2)C(=O)C1/C=C1/NC(=S)NC1=O (centres undefined),4.7,0.6,137.5,0.7
CCN1CCN(c2oc(-c3ccc([N+](=O)[O-])cc3)nc2C#N)CC1,-0.6,1.4,-20.0,2.8
C=CCN=Cc1sc2ccc(OCC)cc2c1O,2.8,3.5,11.3,2.6
Cc1ccc(OC(=O)c2ccc3nc(C)sc3c2)cc1,4.2,-0.5,15.0,-0.1
Cc1cccc(C(=O)NC2CCCc3ccccc32)c1 (centres undefined),5.2,2.8,6.0,1.5
CCc1nc2ccccc2nc1N1CCN(S(=O)(=O)c2ccccc2)CC1,2.1,0.8,281.9,1.4
Nc1c(O)ccc2c1C(=O)c1ccccc1C2=O,0.2,-2.1,-11.4,-3.0
C/C(Cc1nnn(-c2cc(C)on2)n1)=N\O,-0.1,0.6,-5.5,-0.2
CC1=C(C(=O)OC(C)(C)C)C(c2ccc(Br)cc2)NC(=O)N1CCCC(=O)O (centres undefined),2.8,2.2,-7.1,-0.2
COc1cccc(Nc2nc(N)c([N+](=O)[O-])c(NCc3ccco3)n2)c1,0.8,-0.7,-4.2,-3.1
O=C(O)COCC(=O)Nc1ccc(Oc2ncnc3cc(Cl)ccc23)nc1,-1.9,-2.0,2.1,-0.7
CC(C)(C)OC(=O)NCCc1n[nH]c(=S)o1,2.4,2.1,2.0,2.8
C[C@@H](C(=O)NCc1ccc(S(C)(=O)=O)cc1)[C@H]1C[C@]1(C)[C@H](NC(=O)OCc1ccccc1)c1ccccc1,-0.2,0.6,2.2,-3.3
C/C(=N\NC(=O)Cc1cccn1C)c1ccc([N+](=O)[O-])cc1,0.5,2.0,13.1,0.5
O=C1NC(Cc2ccccc2)c2nc3ccc(Cl)cc3c(=O)n2-c2cc(Cl)ccc21 (centres undefined),0.5,0.1,10.6,-0.9
O=C1CS/C(=N/N=C/c2ccco2)N1Cc1ccc(F)cc1,1.0,1.5,-1.8,1.6
COc1ccc(C2C3=C(CC(C)(C)CC3=O)Nc3nc(C)nn32)cc1OC (centres undefined),2.1,1.4,-24.6,-0.2
Cc1cc(-c2ccc(Cl)cc2)n2ncnc2n1,0.8,0.1,1.0,0.9
CCC1C(C#N)=C(SCC(N)=O)NC2=C1C(=O)CC(C)(C)C2 (centres undefined),2.9,0.7,1.6,0.7
COc1ccc(C(=O)/C=C/Nc2ccccn2)c(OC)c1,-0.8,1.5,4.2,-0.5
c1cc2c(cc1-c1csc(NNC3=NCCCCC3)n1)OCCO2,4.0,0.2,2.1,-4.3
O=c1c2ccccc2nc(/C=C/c2ccc(Br)cc2)n1CCO,1.7,0.2,26.9,0.7
NS(=O)(=O)c1ccc(NC(=O)C2COc3ccccc3O2)cc1 (centres undefined),4.6,1.4,16.9,1.7
# (cont.)
SMILES,phage Ecoli inh,AddAB inh,Mot1-301 SUMO,Ecoli viability
O=CN1c2ccccc2CSc2ccccc21,1.6,2.5,-22.7,3.5
S=c1[nH]ncn1NCc1cccc(Br)c1,2.6,3.6,5.8,0.9
N#Cc1cnn(-c2ccccc2)c1NC(=O)CN1CCN(c2ccccc2)CC1,4.1,-0.3,36.4,-1.3
COC(=O)[C@@]1(Cc2ccc(OC)cc2)[C@H]2c3cc(C(=O)N(C)C)n(C[C@H](O)CO)c3C[C@H]2CN1C(=O)c1ccccc1,4.9,3.0,-6.5,-2.2
CCN1CCN(CCCOc2ccc(-c3ccccc3)cc2)CC1,2.9,1.6,91.5,-0.5
N=c1ccn(Cc2ccc(F)cc2)cc1,0.2,2.4,-15.0,0.8
CCc1nc(C)cc2c1sc1ccccc12,1.0,1.5,7.6,0.6
OCCc1ccccc1,4.2,-2.5,-16.4,-0.6
Cc1ccc(C(=O)N/N=C/c2cccc3ccccc23)cn1,1.1,1.3,0.7,-3.4
CCCCOc1ncnc2c1[nH]c1ccc(C)cc12,2.5,3.7,-1.9,3.2
Nc1c(C(=O)OCC2CCCO2)c2nc3ccccc3nc2n1-c1ccc2c(c1)OCCO2 (centres undefined),-1.2,3.8,0.9,-2.8
Cc1ccc(Cn2nc(C)cc2C(=O)Nc2ccc(Cl)cc2)cc1,-1.6,-0.6,5.7,-0.7
Cc1ccc(N2C(=O)CS/C2=N\C(=S)Nc2ccccc2)cc1,-1.8,1.8,3.8,1.4
CC[C@H](C)[C@@H]1NC(=O)c2cc([N+](=O)[O-])cc(I)c2NCC[C@@H](C(N)=O)NC(=O)[C@H](CCCN=C(N)N)NC1=O,3.2,0.6,10.8,-0.2
Cc1ccc(CN2CCN(/N=C/C(Br)=C\c3ccccc3)CC2)cc1,2.6,3.8,53.3,0.0

# In a second layout: results already given
# Second line of a record – phage Ecoli inh	AddAB inh	Mot1-301 SUMO	Ecoli viability
> COc1ccc(C2C3=C(CC(C)(C)CC3=O)Nc3nc(C)nn32)cc1OC (centres undefined)
  2.1	1.4	-24.6	-0.2
> Cc1cc(-c2ccc(Cl)cc2)n2ncnc2n1
  0.8	0.1	1.0	0.9
> CCC1C(C#N)=C(SCC(N)=O)NC2=C1C(=O)CC(C)(C)C2 (centres undefined)
  2.9	0.7	1.6	0.7
> COc1ccc(C(=O)/C=C/Nc2ccccn2)c(OC)c1
  -0.8	1.5	4.2	-0.5
> c1cc2c(cc1-c1csc(NNC3=NCCCCC3)n1)OCCO2
  4.0	0.2	2.1	-4.3
> O=c1c2ccccc2nc(/C=C/c2ccc(Br)cc2)n1CCO
  1.7	0.2	26.9	0.7
> NS(=O)(=O)c1ccc(NC(=O)C2COc3ccccc3O2)cc1 (centres undefined)
  4.6	1.4	16.9	1.7
> O=CN1c2ccccc2CSc2ccccc21
  1.6	2.5	-22.7	3.5
> S=c1[nH]ncn1NCc1cccc(Br)c1
  2.6	3.6	5.8	0.9
> N#Cc1cnn(-c2ccccc2)c1NC(=O)CN1CCN(c2ccccc2)CC1
  4.1	-0.3	36.4	-1.3
> COC(=O)[C@@]1(Cc2ccc(OC)cc2)[C@H]2c3cc(C(=O)N(C)C)n(C[C@H](O)CO)c3C[C@H]2CN1C(=O)c1ccccc1
  4.9	3.0	-6.5	-2.2
> CCN1CCN(CCCOc2ccc(-c3ccccc3)cc2)CC1
  2.9	1.6	91.5	-0.5
> N=c1ccn(Cc2ccc(F)cc2)cc1
  0.2	2.4	-15.0	0.8

# Some entries already given, reduced to Mot1-301 SUMO.
molecule | Mot1-301 SUMO
Cc1ccc(C(=O)N/N=C/c2cccc3ccccc23)cn1 | 0.7
CCCCOc1ncnc2c1[nH]c1ccc(C)cc12 | -1.9

# The listing continues:
SMILES,phage Ecoli inh,AddAB inh,Mot1-301 SUMO,Ecoli viability
Cc1ccc(C(=O)NC2=NCCS2)cc1,5.7,2.1,1.0,0.7
CC1CC(C)CN(C/C=C/c2ccccc2[N+](=O)[O-])C1 (centres undefined),4.4,0.0,51.7,-0.4
Cc1onc(-c2ccccc2Cl)c1C(=O)N[C@@H](C)c1ccccc1,2.4,-0.8,14.5,-2.9
CC/C(=N\NC(N)=O)c1ccc(OC)c(OC)c1,-0.1,3.4,8.7,3.6
Nc1c(C(=O)c2ccccc2)sc2nsc(SCCN3CCOCC3)c12,1.2,1.2,-33.2,1.1
Brc1ccc2oc(-c3ccn[nH]3)cc2c1,4.9,4.4,12.7,4.5
COc1ccccc1-c1nnc(-c2ccc(F)cc2)o1,2.9,2.5,6.2,0.7
NC(=O)c1ccc(N=Nc2c(-c3ccccc3)[nH]n(-c3ccccc3)c2=O)cc1,2.1,0.5,1.8,-0.7
COc1ccc2nc(NC(=O)c3cccs3)sc2c1,1.3,2.5,-14.2,2.3
CCOc1ccccc1/C=C(\C#N)C(=O)NC1CC1,1.2,-1.8,-15.5,-1.1
O=c1[nH]c(=S)c2ncn(-c3ccccc3)c2[nH]1,2.4,-2.6,-5.6,-1.3
CC(=O)/C(=N\Nc1ccccc1)Oc1ccc(Br)cc1,3.0,-0.7,-4.6,0.2
O=C(COc1ccccc1)NC(=S)Nc1ccc(Br)cn1,0.2,-0.5,-12.5,3.1
Cc1ccc2nc3n(c(=O)c2c1)-c1ccc(Cl)cc1C(=O)NC3CC(C)C (centres undefined),1.5,1.9,10.6,-1.1
COc1ccc(-c2nnc(SCC(=O)c3ccc4c(c3)OCCO4)o2)cc1,3.2,-0.5,4.4,0.2
COC(=O)c1[nH]c2ccccc2c1NC(=O)c1ccccc1F,1.2,-0.1,-6.1,-0.4
Cc1[nH]nc(N)c1N=Nc1ccc(Br)cc1,0.0,-1.4,20.5,0.5
Cc1ccc(/C=C/C(=O)NCc2ccco2)o1,0.7,-1.6,255.0,-0.8
